Source: PubChem BioAssay (The Scripps Research Institute Molecular Screening Center)
PREPL inh: human PREPL enzyme inhibition; inhibition, % at 5.96 µM; Q4J6C6; hit rate 0.68% among 320,000; AID 2751; recombinant PREPL, fluorescence polarization activity-based probe; in the data active means inhibition above about 43%;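 further: 0% = enzyme with DMSO and 100% = wells lacking enzyme; many of its hits are not listed in these tables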
EBNA-1 inhibitor: blocks EBNA-1 binding to DNA; EBNA-1 DNA binding, fluorescence polarization; inhibition, % at 14.8 µM; hit rate 0.34% among 300,000; in the data active means inhibition above about 28%
PAFAH2 FP inh: PAFAH2 (human) inhibition. inhibition, % at 3.39 µM. AID 492956. hit rate 0.99% among 340,000. recombinant PAFAH2, FP-rhodamine activity probe, fluorescence polarization. Q99487;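 active means inhibition above the mean over all tested compounds plus 3 SD, cut at about 30% in these data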;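 further: inhibitors block probe labeling of enzyme so polarization drops; 0% = enzyme with DMSO and 100% = wells lacking PAFAH2 protein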
PAFAH1B2 FP inh: PAFAH1B2 (human) inhibition; recombinant PAFAH1B2, FP-rhodamine activity probe, fluorescence polarization; hit rate 1.2% among 340,000; inhibition, % at 3.39 µM; P68402;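 active means inhibition above the mean of all tested compounds plus 3 SD, cut at about 24% in these data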;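 further: 0% = enzyme with DMSO and 100% = wells lacking PAFAH1B2; many of its hits are not listed in these tables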
LYPLA2 counter: counter-screen for PME1 inhibitors: inhibitors of human LYPLA2; O95372; recombinant LYPLA2, FP-Rh probe fluorescence polarization; inhibition, % at 5.9 µM; hit rate 0.38% among 320,000; AID 2177;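 active means inhibition above the screen-wide mean plus 3 SD, limit set per campaign, cut at about 26% in these data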;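 further: 0% = LYPLA2 with DMSO and 100% = wells lacking LYPLA2 enzyme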
Target sequence (O95372 whole entry, looked up): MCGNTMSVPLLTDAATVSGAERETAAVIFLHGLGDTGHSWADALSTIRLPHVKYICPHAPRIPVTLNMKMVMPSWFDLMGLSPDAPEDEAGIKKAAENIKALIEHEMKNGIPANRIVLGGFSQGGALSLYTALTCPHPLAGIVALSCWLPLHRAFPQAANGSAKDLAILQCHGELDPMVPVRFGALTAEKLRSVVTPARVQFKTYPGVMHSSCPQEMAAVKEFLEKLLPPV
LYPLA1 inh: LYPLA1 (human) inhibition in PME1 counter-screen | recombinant LYPLA1, FP-Rh probe fluorescence polarization | hit rate 0.16% among 320,000 | inhibition, % at 5.9 µM | O75608;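 active means inhibition above the mean of all tested compounds plus 3 SD, set per campaign, cut at about 14% in these data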;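 further: inhibitors block serine hydrolase probe labeling of LYPLA1 so polarization falls; 0% = enzyme with DMSO and 100% = wells lacking LYPLA1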
Target sequence (O75608 whole entry, looked up): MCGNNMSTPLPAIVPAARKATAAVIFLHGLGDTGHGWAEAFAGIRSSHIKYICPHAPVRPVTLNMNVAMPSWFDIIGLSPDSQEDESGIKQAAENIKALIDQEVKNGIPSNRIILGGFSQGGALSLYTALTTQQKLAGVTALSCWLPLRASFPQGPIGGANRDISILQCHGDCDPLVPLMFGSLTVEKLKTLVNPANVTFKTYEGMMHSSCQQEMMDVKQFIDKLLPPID
PAFAH1B3 inh: inhibitors of human PAFAH1B3; hit rate 0.28% among 340,000; recombinant PAFAH1B3, FP-rhodamine probe, fluorescence polarization; Q15102; AID 492972; inhibition, % at 3.39 µM;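 active means inhibition above the screen-wide average of all tested compounds plus 3 SD, cut at about 25% in these data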;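 further: 0% = enzyme with DMSO only and 100% = wells lacking PAFAH1B3 protein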
Target sequence (Q15102 whole entry, looked up): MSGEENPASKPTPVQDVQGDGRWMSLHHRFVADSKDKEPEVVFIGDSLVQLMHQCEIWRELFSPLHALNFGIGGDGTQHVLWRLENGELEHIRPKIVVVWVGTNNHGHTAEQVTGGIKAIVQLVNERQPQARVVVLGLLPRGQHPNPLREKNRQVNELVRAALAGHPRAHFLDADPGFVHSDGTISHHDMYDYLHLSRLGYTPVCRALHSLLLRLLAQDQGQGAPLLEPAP
ZTA counter: counter-screen for EBNA-1 inhibitors: inhibitors of Epstein-Barr virus ZTA. ZTA-DNA binding, fluorescence polarization. inhibition, % at 11 µM. hit rate 0.15% among 320,000. AID 2234; in the data active means inhibition above about 33%
Target sequence (P03206 whole entry, looked up): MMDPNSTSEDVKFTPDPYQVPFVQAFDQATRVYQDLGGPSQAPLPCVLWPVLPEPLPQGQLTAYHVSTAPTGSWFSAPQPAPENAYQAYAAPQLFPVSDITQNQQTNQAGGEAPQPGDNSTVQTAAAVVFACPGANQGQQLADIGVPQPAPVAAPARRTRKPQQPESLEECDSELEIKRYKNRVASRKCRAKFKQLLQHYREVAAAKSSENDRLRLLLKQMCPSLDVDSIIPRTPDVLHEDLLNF
pPAFAH inh: inhibitors of human plasma PAF acetylhydrolase (pPAFAH) | recombinant pPAFAH, FP-rhodamine probe fluorescence polarization | Q13093 | hit rate 1.5% among 330,000 | inhibition, % at 3.39 µM;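 active means inhibition above the mean inhibition across the screen plus 3 SD, cut at about 25% in these data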;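 further: inhibitors block binding of the rhodamine activity-based probe so polarization drops; 0% = enzyme with DMSO and 100% = wells lacking pPAFAH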
An asterisk follows results filed as active; x = not tested or not shown. This is a subset (hit frequency here may not be typical).

Start of the data: the first 3 records as a preview:
no.	SMILES	pPAFAH inh	PAFAH1B2 FP inh	PREPL inh	PAFAH1B3 inh	EBNA-1 inhibitor	ZTA counter	LYPLA1 inh	LYPLA2 counter	PAFAH2 FP inh
1	COc1ccc(S(=O)(=O)NC(CC(=O)NCCc2ccc(OC)c(OC)c2)c2ccco2)cc1 (stereo unspecified)	-5	6	10	6	1	-4	3	2	1
2	O=C(CC(c1ccccc1)c1cc(Cl)ccc1O)N1CCCC1 (stereo unspecified)	5	-1	-3	3	-13	12	0	-1	-7
3	COc1ccc(-c2nc3ccccc3n2Cc2ccccc2)cc1	18	-8	2	6	2	-27	1	9	1

All compounds of this part, from the start:
no.	SMILES	pPAFAH inh	PAFAH1B2 FP inh	PREPL inh	PAFAH1B3 inh	EBNA-1 inhibitor	ZTA counter	LYPLA1 inh	LYPLA2 counter	PAFAH2 FP inh
1	COc1ccc(S(=O)(=O)NC(CC(=O)NCCc2ccc(OC)c(OC)c2)c2ccco2)cc1 (stereo unspecified)	-5	6	10	6	1	-4	3	2	1
2	O=C(CC(c1ccccc1)c1cc(Cl)ccc1O)N1CCCC1 (stereo unspecified)	5	-1	-3	3	-13	12	0	-1	-7
3	COc1ccc(-c2nc3ccccc3n2Cc2ccccc2)cc1	18	-8	2	6	2	-27	1	9	1
4	COc1ccc(C(=O)C(CO)Oc2ccccc2OC)cc1OC (stereo unspecified)	3	1	7	7	5	-7	0	2	-3
5	COc1cc(NC(=O)CSc2nc3c(c(=O)[nH]2)CCCC3)cc(OC)c1OC	2	0	12	0	-10	2	0	-10	4
6	CC(C)(C)OC(=O)[C@H](Cc1ccccc1)NC(=O)c1nc[nH]c1C(=O)N[C@@H](CCCCN)C(=O)OC(C)(C)C	-1	5	25	6	x	x	x	x	-2
7	COc1cccc(C2CC(c3ccc(C)cc3)Nc3nc(N)nn32)c1 (stereo unspecified)	5	5	49*	13	-7	-1	5	-1	2
8	Fc1ccc(NC(=S)NNc2ncc(C(F)(F)F)cc2Cl)c(F)c1	12	-4	-2	5	4	0	0	5	5
9	Cc1ccc(CN2C3=NCCN3c3ccccc32)cc1	4	3	-2	8	-9	-12	3	-1	0
10	O=C(NCc1ccc2c(c1)OCO2)c1cc(-c2cc(Cl)ccc2O)n[nH]1	8	2	2	-6	14	27	1	-3	0

The listing continues:
no.	SMILES	pPAFAH inh	PAFAH1B2 FP inh	PREPL inh	PAFAH1B3 inh	EBNA-1 inhibitor	ZTA counter	LYPLA1 inh	LYPLA2 counter	PAFAH2 FP inh
11	O=C(c1ccc(Cl)cc1)N1CCCCC(Cl)C1=O (stereo unspecified)	3	1	3	9	3	4	2	-11	2
12	CC1SCC(=NOCc2c(Cl)cccc2Cl)CS1 (stereo unspecified)	2	6	-3	5	0	0	1	9	-1
13	CCOc1ccccc1NC(=O)c1ccccc1-c1nc(-c2ccccc2OC)no1	-6	-3	4	9	-9	0	-4	-6	1
14	Oc1ccccc1-c1cc(-c2ccccc2)no1	-4	2	-15	7	13	0	-9	-11	-2
15	CCCCC(=O)Nc1ccccc1N1CCN(c2ccccc2)CC1	-1	3	-2	-2	2	8	2	-1	-1
16	O=C(CSc1nnc2sc3ccccc3n12)NCc1ccco1	5	-1	2	8	-4	5	2	-1	6
17	C=CCn1c(COc2ccccc2-c2ccccc2)nnc1SCC(=O)NC(=O)NCc1ccco1	11	11	-6	-4	1	0	-4	-3	-12
18	O=C(CNc1cc(S(=O)(=O)N2CCOCC2)ccc1N1CCCC1)NCc1ccco1	4	4	11	1	1	15	0	8	0
19	Cc1nccn1CC(O)COc1ccc([N+](=O)[O-])cc1 (stereo unspecified)	-2	-5	16	7	-16	-12	4	2	2
20	CCC(C)(C)n1nnnc1CN(Cc1cc2cc(OC)c(OC)cc2[nH]c1=O)C1CCCC1	1	-3	21	8	-6	3	-2	5	7

Single records, from the list above. Screens in order: pPAFAH inh, PAFAH1B2 FP inh, PREPL inh, PAFAH1B3 inh, EBNA-1 inhibitor, ZTA counter, LYPLA1 inh, LYPLA2 counter, PAFAH2 FP inh
Results for `COc1ccc(-c2nc3ccccc3n2Cc2ccccc2)cc1` : 18, -8, 2, 6, 2, -27, 1, 9, 1
Results for `Oc1ccccc1-c1cc(-c2ccccc2)no1` : -4, 2, -15, 7, 13, 0, -9, -11, -2
Results for `COc1ccc(S(=O)(=O)NC(CC(=O)NCCc2ccc(OC)c(OC)c2)c2ccco2)cc1` (stereo unspecified) : -5, 6, 10, 6, 1, -4, 3, 2, 1
Results for `CC(C)(C)OC(=O)[C@H](Cc1ccccc1)NC(=O)c1nc[nH]c1C(=O)N[C@@H](CCCCN)C(=O)OC(C)(C)C` : -1, 5, 25, 6, x, x, x, x, -2
Results for `C=CCn1c(COc2ccccc2-c2ccccc2)nnc1SCC(=O)NC(=O)NCc1ccco1` : 11, 11, -6, -4, 1, 0, -4, -3, -12

More structures
no.	SMILES	pPAFAH inh	PAFAH1B2 FP inh	PREPL inh	PAFAH1B3 inh	EBNA-1 inhibitor	ZTA counter	LYPLA1 inh	LYPLA2 counter	PAFAH2 FP inh
21	COc1cccc2c1Oc1ncccc1N(C(=O)CCC(=O)NCc1ccc(F)cc1)C2	1	2	5	6	-1	-12	-3	-7	2
22	C=CCc1cccc(CNc2ccc(S(=O)(=O)Nc3nccnc3OC)cc2)c1O	2	9	12	-2	0	5	-3	-4	6
23	CCOC(=O)c1c2c(n(C)c1C)C(=O)C(=O)c1ccc(Br)cc1-2	-3	8	13	36*	-4	-15	-2	-4	22
24	NC(=O)c1sc(=S)n2c1[nH]c(=O)c1sccc12	10	5	16	7	-11	-19	1	5	14
25	CCOc1ccc(S(=O)(=O)N2CCCC(C(=O)N3CCN(c4ccccc4)CC3)C2)cc1 (stereo unspecified)	-1	2	-1	4	12	10	1	3	3
26	CCc1ccc(-n2c(SCC(=O)Nc3ccc(C(=O)O)cc3)nnc2-c2ccncc2)cc1	0	x	-5	x	-1	8	1	-1	x
27	CC(=O)c1ccc(S(=O)(=O)N(C)CC(=O)NCc2ccco2)cc1	5	1	5	3	x	-10	-2	4	10
28	C[C@@H](OC(=O)N(C)Cc1ccccc1)[C@H]1O[C@]2(C)CCCC[C@H]1O2	6	7	3	6	x	-3	4	11	14
29	COC(=O)[C@@H](N)Cc1ccc(O)c(O)c1	15	-7	-3	10	1	3	0	0	5
30	COc1cc(C(=O)OCC(=O)NCCN2C(=O)CSC2=O)ccc1OCc1c(C)noc1C	5	5	8	8	-4	-8	3	5	-9

Continued.
no.	SMILES	pPAFAH inh	PAFAH1B2 FP inh	PREPL inh	PAFAH1B3 inh	EBNA-1 inhibitor	ZTA counter	LYPLA1 inh	LYPLA2 counter	PAFAH2 FP inh
31	CCOC(=O)N1CCN(S(=O)(=O)c2ccc(Br)s2)CC1	0	10	8	-4	1	17	2	0	-1
32	CCCc1cc(=O)[nH]c(SCC(=O)N2CCC(C(=O)OCC)CC2)n1	0	1	4	2	-8	3	0	2	0
33	CCCCNC(=O)c1cn(C)c2ccc(S(=O)(=O)N3CCCC3)cc2c1=O	-3	2	4	-4	-2	-3	-1	4	1
34	Cc1ccc(C2(c3ccc(C)cc3)NC(=O)N(CC(=O)NCCCN3CCCC3=O)C2=O)cc1	2	0	-1	7	x	x	x	x	1
35	Cc1cccc(/C=C/c2onc(C)c2S(=O)(=O)N2CCC(C(=O)NC(C)C)CC2)c1	8	-1	28	-5	2	3	0	-4	5
36	O=c1c(-c2ccc3c(c2)OCCO3)coc2cc(O)cc(O)c12	-4	2	15	3	2	3	2	0	4
37	Cn1/c(=N\NC(=O)C2CCCCC2)sc2ccccc21	-2	5	0	8	-7	10	0	-2	1
38	O=C(N[C@@H](Cc1ccccc1)C(=O)N1CCC2(CC1)NCCc1[nH]cnc12)c1cccc(Br)c1	4	0	-10	6	4	-7	-1	3	1
39	CCCCn1c(SCC(=O)N2CCOCC2)nc2c1c(=O)n(C)c(=O)n2C	0	7	0	9	-3	-5	-1	0	3
40	O=C(CCN1C(=O)C2C3C=CC(C3)C2C1=O)Nc1c(F)cccc1F (stereo unspecified)	-2	-3	-8	4	-1	8	3	7	8

Further records:
no.	SMILES	pPAFAH inh	PAFAH1B2 FP inh	PREPL inh	PAFAH1B3 inh	EBNA-1 inhibitor	ZTA counter	LYPLA1 inh	LYPLA2 counter	PAFAH2 FP inh
41	N#CCCN1CCN(C(=O)c2c(N)no[n+]2[O-])CC1	4	0	4	3	-2	-1	0	-4	-1
42	COc1ccc(C(=O)/C=C(\N)C(F)(F)F)c(O)c1	2	4	-7	8	-9	-6	0	2	-1
43	Cc1nc2ccccn2c1C(=O)NN=C1C2CC3CC(C2)CC1C3	0	-2	13	-1	8	-9	4	8	2
44	Cc1ccc(S(=O)(=O)Nc2nsc(N)n2)cc1	5	8	-2	2	11	4	1	9	2
45	O=[N+]([O-])c1ccc(CNc2ccc(Cl)cc2)s1	4	8	35	3	-7	1	-5	7	9
46	CCc1ccccc1-n1c(SCC(=O)NC)nnc1-c1cccnc1	0	2	16	0	6	13	-1	-4	-5
47	O=C(C1CCN(S(=O)(=O)c2cccs2)CC1)N1CCCCCC1	1	-1	2	10	14	7	-1	4	-1
48	COc1ccc(OCC(=O)N2CCN(c3cccc(Cl)c3)CC2)cc1	7	0	5	12	5	4	-1	5	2
49	Cc1cc(C)c[n+](C[n+]2cc(C)cc(C)c2)c1	-2	0	-6	1	13	7	4	-1	-2
50	CCC/C(O)=C1\C(=O)CC(C)(C)CC1=Nc1ccc(OC)cc1OC	2	5	7	1	-2	-15	-4	-2	2

(next part)
no.	SMILES	pPAFAH inh	PAFAH1B2 FP inh	PREPL inh	PAFAH1B3 inh	EBNA-1 inhibitor	ZTA counter	LYPLA1 inh	LYPLA2 counter	PAFAH2 FP inh
51	C=CC[C@H](CC(=O)NCCO)C(=O)N[C@@H](C)COC(=O)[C@@H](CC=C)CC(=O)OC(C)(C)C	-1	3	3	-2	x	x	x	x	1
52	CN(C)CCNC(=O)c1c(CSc2ccc(Cl)cc2)noc1C(=O)NCc1ccccc1	5	-2	-49	2	7	12	1	-1	1
53	COC(=O)CSc1nnc(C)c(=O)[nH]1	5	1	-1	7	9	16	-1	-4	-1
54	O=C(O)CSc1ccc2ccccc2n1	5	4	-4	8	-6	-11	-1	-2	-16
55	CC1(C)CC(=O)C(C2c3ccccc3Oc3ccccc32)C(=O)C1	5	7	0	-1	5	-2	-4	-1	9
56	COCc1cc(C)nc(OCC(=O)N/N=C/c2ccccc2O)c1C#N	-3	6	10	3	3	-12	1	-1	1
57	COc1ccc(C(C(=O)NCc2ccccc2)N(Cc2ccco2)C(=O)c2snc(C(N)=O)c2N)cc1OC (stereo unspecified)	4	4	7	4	11	12	0	-2	1
58	CCCOc1ccc(C(=O)Nc2ccc(N3CCN(C(=O)c4ccco4)CC3)cc2)cc1	4	1	0	15	2	14	-4	0	4
59	CN(C)c1ccc(/C=C2\CCCCC2=O)cc1	1	0	1	-2	7	-2	1	1	1
60	O=C(CSc1ccc(-c2cccnc2)nn1)N1CCCCC1	2	1	-1	-1	4	6	2	6	1
61	COC(=O)c1n[nH]n(-c2cc(Cl)cc(Cl)c2)c1=O	5	0	3	10	-3	2	1	3	13
62	CC(=O)c1ccc(S(=O)(=O)N2CCC(C(=O)Nc3ncc(C)s3)CC2)cc1	2	4	1	5	x	x	x	x	6

Three entries already listed, arranged by count of non-hydrogen atoms, ascending.
no.	SMILES	pPAFAH inh	PAFAH1B2 FP inh	PREPL inh	PAFAH1B3 inh	EBNA-1 inhibitor	ZTA counter	LYPLA1 inh	LYPLA2 counter	PAFAH2 FP inh
54	O=C(O)CSc1ccc2ccccc2n1	5	4	-4	8	-6	-11	-1	-2	-16
13	CCOc1ccccc1NC(=O)c1ccccc1-c1nc(-c2ccccc2OC)no1	-6	-3	4	9	-9	0	-4	-6	1
38	O=C(N[C@@H](Cc1ccccc1)C(=O)N1CCC2(CC1)NCCc1[nH]cnc12)c1cccc(Br)c1	4	0	-10	6	4	-7	-1	3	1
